BioA inh: M. tuberculosis BioA enzyme inhibitors, primary screen, biochemical, plate reader, single point, HTS; inhibition, % at 9.99 µM; purified M. tuberculosis BioA enzyme; AID 602481, 2012; actives 0.096% (n = 360,000); 7,8-diaminopelargonic acid synthase BioA (Mycobacterium tuberculosis); in the data active = inhibition above about 40%
An asterisk follows results filed as active.

SMILES	BioA inh
COc1ccc(NC(=O)Nc2ccc3c(c2)C(=O)N([C@H](C)CO)C[C@H](C)[C@@H](CN(C)C(=O)NC(C)C)OCCCC[C@@H](C)O3)cc1	-0.6
CNC[C@H]1Oc2cc(-c3ccc(C(=O)N(C)C)cc3)ccc2S(=O)(=O)N([C@H](C)CO)C[C@@H]1C	2.8
COCC(=O)N(C)C[C@@H]1Oc2ncc(C#C[C@H](C)O)cc2C(=O)N([C@@H](C)CO)C[C@@H]1C	0.5
C[C@H]1CCCCO[C@@H](CN(C)Cc2ccc3c(c2)OCO3)[C@@H](C)CN([C@@H](C)CO)C(=O)c2cc(NC(=O)C3CCCCC3)ccc2O1	0.3
COc1ccc(NC(=O)N(C)C[C@@H]2Oc3ccc(NC(=O)CCCN(C)C)cc3CC(=O)N([C@H](C)CO)C[C@H]2C)cc1	-1.6
CCNC(=O)[C@@H]1[C@@H](CO)[C@@H]2Cn3c(ccc(-c4ccccc4OC)c3=O)[C@@H]2N1CC	-2.7
CN(C)C(=O)[C@@H]1[C@@H](CO)[C@@H]2Cn3c(ccc(-c4ccc(F)cc4)c3=O)[C@@H]2N1C(=O)c1ccccn1	-1.9
C[C@H]1CN([C@@H](C)CO)C(=O)Cc2cc(NS(C)(=O)=O)ccc2O[C@@H]1CN(C)Cc1ccncc1	-1.0
COCC(=O)Nc1ccc2c(c1)OC[C@H](C)N(CCc1ccccc1)C[C@@H](C)[C@H](OC)CN(C)C2=O	0.8
O=S(=O)(N[C@@H]1CC[C@@H](CCn2cc(-c3cccnc3)nn2)O[C@@H]1CO)c1ccc(Cl)cc1	12
CCC(=O)Nc1ccc2c(c1)C(=O)N(C)C[C@H](OC)[C@H](C)CN(CC1CCCCC1)[C@H](C)CO2	0.3
C[C@@H]1CN([C@H](C)CO)C(=O)c2cc(NC(=O)c3ccncc3)ccc2O[C@H]1CN(C)Cc1ccncc1	0.5
Cc1noc(C)c1S(=O)(=O)N(C)C[C@@H]1Oc2c(cccc2N(C)C)C(=O)N([C@H](C)CO)C[C@H]1C	-1.0
COc1ccc(S(=O)(=O)N2C[C@@H](O)COC[C@@H]3O[C@H](CC(=O)N[C@H]4CCN(Cc5ccccc5)C4)CC[C@H]32)cc1	-0.6
C[C@@H](NC(=O)C[C@@H]1CC[C@H](NS(=O)(=O)c2cccc(F)c2)[C@@H](CO)O1)c1ccccc1	-0.2
C[C@H](CO)N1C[C@H](C)[C@@H](CN(C)Cc2ccc3c(c2)OCO3)Oc2ccc(NC(=O)c3ccncc3)cc2CC1=O	3.1
COC(=O)C[C@@H]1CC[C@@H]2[C@@H](COc3ccc(NC(=O)c4cscn4)cc3C(=O)N2C)O1	0.6
C[C@@H]1CCCCO[C@@H](CN(C)Cc2ccc(C(=O)O)cc2)[C@@H](C)CN([C@@H](C)CO)C(=O)c2cc(NC(=O)Nc3ccc(C(F)(F)F)cc3)ccc2O1	2.9
CCC(=O)N1[C@H](CO)[C@H]2c3ccccc3N(S(=O)(=O)c3ccccc3)C[C@H]21	-3.3
CC(C)NC(=O)N(C)C[C@@H]1Oc2ccc(NC(=O)Nc3cccc4ccccc34)cc2C(=O)N([C@H](C)CO)C[C@@H]1C	-0.5
C[C@@H]1CN([C@H](C)CO)C(=O)c2cccc(NC(=O)C3CCCCC3)c2O[C@@H]1CN(C)S(=O)(=O)c1ccc(F)cc1	6.7
C[C@H](CO)N1C[C@H](C)[C@@H](CN(C)C(=O)Nc2ccc(F)cc2)Oc2c(NC(=O)NC3CCCCC3)cccc2C1=O	2.1
C[C@@H]1CN([C@@H](C)CO)S(=O)(=O)c2ccc(-c3cccc(F)c3)cc2O[C@H]1CN(C)C(=O)Nc1cc(F)ccc1F	-2.7
Cc1ccc(S(=O)(=O)N[C@@H]2CC[C@@H](CC(=O)N3CCN(c4ccccc4)CC3)O[C@H]2CO)cc1	-0.5
C[C@H](CO)N1C[C@H](C)[C@H](CN(C)C(=O)Nc2ccc(F)cc2)Oc2c(NC(=O)C3CCCCC3)cccc2C1=O	1.0

Looked up by structure from the entries so far (5):
SMILES	BioA inh
Cc1noc(C)c1S(=O)(=O)N(C)C[C@@H]1Oc2c(cccc2N(C)C)C(=O)N([C@H](C)CO)C[C@H]1C	-1.0
CN(C)C(=O)[C@@H]1[C@@H](CO)[C@@H]2Cn3c(ccc(-c4ccc(F)cc4)c3=O)[C@@H]2N1C(=O)c1ccccn1	-1.9
Cc1ccc(S(=O)(=O)N[C@@H]2CC[C@@H](CC(=O)N3CCN(c4ccccc4)CC3)O[C@H]2CO)cc1	-0.5
CC(C)NC(=O)N(C)C[C@@H]1Oc2ccc(NC(=O)Nc3cccc4ccccc34)cc2C(=O)N([C@H](C)CO)C[C@@H]1C	-0.5
COCC(=O)Nc1ccc2c(c1)OC[C@H](C)N(CCc1ccccc1)C[C@@H](C)[C@H](OC)CN(C)C2=O	0.8

Returning to the listing; the three compounds before the break are reprinted first.
SMILES	BioA inh
C[C@@H]1CN([C@@H](C)CO)S(=O)(=O)c2ccc(-c3cccc(F)c3)cc2O[C@H]1CN(C)C(=O)Nc1cc(F)ccc1F	-2.7
Cc1ccc(S(=O)(=O)N[C@@H]2CC[C@@H](CC(=O)N3CCN(c4ccccc4)CC3)O[C@H]2CO)cc1	-0.5
C[C@H](CO)N1C[C@H](C)[C@H](CN(C)C(=O)Nc2ccc(F)cc2)Oc2c(NC(=O)C3CCCCC3)cccc2C1=O	1.0
CCC(=O)N1C[C@@H](C)[C@H](OC)CN(C)C(=O)c2cc(NC(=O)C3CCCCC3)ccc2OC[C@@H]1C	-1.4
COC(=O)[C@H]1[C@H](CO)[C@H]2Cn3c(cccc3=O)[C@@H]1N2C(=O)C1CCCC1	-2.4
COc1ccc(CN(C)C[C@@H]2OCCCC[C@@H](C)Oc3ccc(NC(=O)Nc4ccc(OC)cc4)cc3C(=O)N([C@@H](C)CO)C[C@@H]2C)cc1	-0.4
CN(C)C(=O)C[C@H]1CC[C@@H](NC(=O)C2CCC2)[C@H](CO)O1	-1.1
C[C@@H]1CN([C@@H](C)CO)C(=O)c2cc(-c3ccc(C#N)cc3)cnc2O[C@@H]1CN(C)CC1CCOCC1	-1.4
COc1ccc(NC(=O)Nc2ccc3c(c2)C(=O)N([C@H](C)CO)C[C@H](C)[C@@H](CN(C)C(=O)Nc2ccc(F)cc2)OCCCC[C@H](C)O3)cc1	-0.3
Cc1ccc(S(=O)(=O)N[C@H]2CC[C@H](CCn3cc(-c4cccc(F)c4)nn3)O[C@H]2CO)cc1	-0.2
C[C@@H]1CN([C@H](C)CO)S(=O)(=O)c2ccc(C3=CCCC3)cc2O[C@@H]1CN(C)C	-0.2
COc1ccc(C#Cc2ccc3c(c2)O[C@H](CN(C)C(C)=O)[C@@H](C)CN([C@H](C)CO)S3(=O)=O)cc1	-2.1
C[C@@H]1CCCCO[C@@H](CN(C)S(=O)(=O)c2ccccc2)[C@H](C)CN([C@H](C)CO)C(=O)c2cc(NC(=O)C3CCCCC3)ccc2O1	-1.9
Cc1ccc(S(=O)(=O)N[C@@H]2C=C[C@H](CC(=O)N3CCN(c4ccccc4)CC3)O[C@H]2CO)cc1	-3.3
COc1ccc(S(=O)(=O)Nc2ccc3c(c2)C(=O)N([C@@H](C)CO)C[C@H](C)[C@H](CN(C)C(=O)CCCN(C)C)OCCCC[C@H](C)O3)cc1	-6.8
CN1C(=O)c2cc(NC(=O)Cc3ccccc3)ccc2OC[C@H]2O[C@@H](CC(=O)NCC3CC3)CC[C@H]21	0.0
Cc1noc(C)c1NC(=O)Nc1ccc2c(c1)C(=O)N([C@@H](C)CO)C[C@@H](C)[C@@H](CN(C)C(=O)NC(C)C)OCCCC[C@@H](C)O2	-1.3
COc1ccc(S(=O)(=O)N(C)C[C@H]2Oc3ccc(N(C)C)cc3C(=O)N([C@H](C)CO)C[C@H]2C)cc1	-1.7
CO[C@@H]1CN(C)C(=O)c2ccc(NC(=O)C3CC3)cc2OC[C@H](C)N(Cc2cc(F)ccc2F)C[C@H]1C	2.0
CC(C)NC(=O)N(C)C[C@H]1Oc2ccc(NC(=O)Nc3ccc(F)cc3)cc2CC(=O)N([C@@H](C)CO)C[C@@H]1C	-0.7
C[C@@H]1CN([C@@H](C)CO)C(=O)c2cc(NS(=O)(=O)c3cccs3)ccc2O[C@@H]1CN(C)Cc1ccc(C(=O)O)cc1	-1.7
COc1ccc(S(=O)(=O)N(C)C[C@H]2Oc3ccc(NS(=O)(=O)c4ccc(Cl)cc4)cc3CC(=O)N([C@@H](C)CO)C[C@H]2C)cc1	-4.1
COc1ccc(NC(=O)N(C)C[C@H]2OCCCC[C@H](C)Oc3ccc(NC(=O)Nc4ccccc4)cc3C(=O)N([C@@H](C)CO)C[C@H]2C)cc1	-0.4
COc1ccc(CNC(=O)C[C@H]2C[C@@H]3c4cc(NC(=O)CC5CC5)ccc4O[C@@H]3[C@H](CO)O2)cc1	-3.0
O=C(CN1CCOCC1)N1CCCCN2[C@H](CO)[C@H](c3ccc(C#Cc4ccccc4F)cc3)[C@H]2C1	4.7
Cc1ccc(S(=O)(=O)Nc2ccc3c(c2)C(=O)N([C@@H](C)CO)C[C@H](C)[C@@H](CN(C)S(=O)(=O)c2ccc(F)cc2)OCCCC[C@H](C)O3)cc1	-2.2
C[C@@H]1CN([C@@H](C)CO)C(=O)c2cc(NC(=O)Nc3ccc4c(c3)OCO4)ccc2O[C@@H]1CN(C)Cc1ccc(C(F)(F)F)cc1	6.7
O=C(C[C@@H]1CC[C@H]2[C@@H](COC[C@H](O)CN2Cc2ccc(Oc3ccccc3)cc2)O1)N1CCc2ccccc2C1	2.7
(more compounds)
SMILES	BioA inh
CN(C)CC(=O)Nc1ccc2c(c1)[C@@H]1C[C@H](CC(=O)NCCN3CCCCC3)O[C@@H](CO)[C@@H]1O2	-0.5
CCNC(=O)[C@H]1[C@H](CO)[C@H]2Cn3c(ccc(-c4ccncc4)c3=O)[C@@H]1N2Cc1ccccc1	0.1
C[C@@H]1CCCCO[C@@H](CN(C)S(=O)(=O)c2ccc(F)cc2)[C@H](C)CN([C@H](C)CO)C(=O)c2cc(NC(=O)Cc3ccccc3)ccc2O1	-3.6
CCC(=O)N(C)C[C@@H]1Oc2cc(C#CCN(C)C)ccc2S(=O)(=O)N([C@H](C)CO)C[C@H]1C	0.3
O=C(c1ccccn1)N1C[C@H]2[C@@H](c3ccccc31)[C@@H](CO)N2C(=O)C1CCCCC1	-1.4
COc1cccc(NC(=O)N[C@H]2CC[C@H](CC(=O)Nc3ccc(-c4ccccc4)cc3)O[C@@H]2CO)c1	4.5
C[C@H](CO)N1C[C@H](C)[C@@H](CN(C)C(=O)Nc2ccc(F)cc2)Oc2ccc(NC(=O)Nc3ccc(C(F)(F)F)cc3)cc2C1=O	-4.5
O=C(C[C@@H]1C[C@H]2c3cc(NC(=O)NC4CCCC4)ccc3O[C@H]2[C@@H](CO)O1)NCC1CC1	-2.0
CO[C@@H]1CN(C)C(=O)c2cc(NC(=O)C3CCCCC3)ccc2OC[C@@H](C)N(C(=O)Nc2ccc(C(F)(F)F)cc2)C[C@H]1C	-0.5
O=C(C[C@@H]1CC[C@H](NC(=O)Nc2ccc(C(F)(F)F)cc2)[C@H](CO)O1)NCc1cccc(F)c1	4.4
O=C(N[C@@H]1CC[C@@H](CCNS(=O)(=O)c2ccccc2)O[C@@H]1CO)c1cccc(F)c1	-0.7
CCNC(=O)C[C@H]1CC[C@H]2[C@H](COc3ccc(NC(=O)c4cccs4)cc3C(=O)N2C)O1	-0.9
CCC(=O)Nc1ccc2c(c1)C(=O)N(C)[C@H]1CC[C@@H](CC(=O)N3CCCCC3)O[C@H]1CO2	0.6
CC(C)NC(=O)N(C)C[C@H]1OCCCC[C@H](C)Oc2ccc(NC(=O)c3ccccc3)cc2C(=O)N([C@@H](C)CO)C[C@@H]1C	0.8
Cc1ccccc1-c1cnc2c(c1)C(=O)N([C@@H](C)CO)C[C@H](C)[C@H](CN(C)C(=O)CN(C)C)O2	-2.6
COCc1cn(CC[C@@H]2CC[C@H](NC(=O)c3ccncc3)[C@H](CO)O2)nn1	-4.1
CCCC(=O)Nc1ccc2c(c1)C(=O)N(C)C[C@H](OC)[C@H](C)CN[C@H](C)CO2	-0.3
Cc1cccc(S(=O)(=O)N2C[C@H]3[C@@H](c4ccccc42)[C@H](CO)N3Cc2ccc3c(c2)OCO3)c1	4.8
C[C@@H]1CN([C@H](C)CO)C(=O)c2cc(N(C)C)ccc2O[C@@H](C)CCCCO[C@@H]1CN(C)S(=O)(=O)c1ccccc1	0.7
COc1ccc(NC(=O)Nc2ccc3c(c2)C(=O)N([C@@H](C)CO)C[C@@H](C)[C@H](CN(C)C(=O)Nc2ccc(F)cc2)OCCCC[C@@H](C)O3)cc1	-1.4
COc1ccc(S(=O)(=O)Nc2ccc3c(c2)C(=O)N([C@@H](C)CO)C[C@H](C)[C@@H](CN(C)C(=O)NC(C)C)OCCCC[C@H](C)O3)cc1	-1.2
COc1cccc(S(=O)(=O)Nc2ccc3c(c2)OC[C@@H](C)N(C(=O)Cc2cccnc2)C[C@H](C)[C@H](OC)CN(C)C3=O)c1	-1.9
C[C@H](CO)N1C[C@H](C)[C@H](CN(C)Cc2ccncc2)Oc2ccc(N(C)C)cc2CC1=O	1.0
C[C@H]1CN([C@@H](C)CO)C(=O)c2cccc(NC(=O)C3CC3)c2O[C@@H]1CN(C)C(=O)Nc1ccccc1	-0.5
O=C(C[C@@H]1C[C@H]2c3cc(NC(=O)C4CCOCC4)ccc3O[C@H]2[C@@H](CO)O1)NCCc1ccccc1	0.6
CCNC(=O)C[C@H]1CC[C@H]2[C@@H](COC[C@@H](O)CN2S(=O)(=O)c2ccc(Oc3ccccc3)cc2)O1	0.7
Cc1ccc(S(=O)(=O)N[C@@H]2CC[C@@H](CC(=O)N3CCN(c4ccccc4)CC3)O[C@@H]2CO)cc1	1.9
COCC(=O)Nc1ccc2c(c1)C(=O)N(C)[C@H]1CC[C@@H](CC(=O)O)O[C@H]1CO2	-0.3

The list is partial (hit frequency here may not be typical).
